Screening results deposited in PubChem by several laboratories.
M4 antag: human M4 muscarinic receptor antagonists, primary screen, CHO cells, Fluo-8 calcium fluorescence | Muscarinic acetylcholine receptor M4 (Homo sapiens), P08173 | CHO-hM4 cells, ACh EC80 | inhibition, % at 3 µM | 0.73% of 360,000 active;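 active = inhibition above its plate's cutoff, the mean inhibition of sample wells plus 3 SD, cut at about 27% in these data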;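 note: 0% = acetylcholine EC80 with DMSO and 100% = DMSO without agonist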
Target sequence (P08173 whole entry, looked up): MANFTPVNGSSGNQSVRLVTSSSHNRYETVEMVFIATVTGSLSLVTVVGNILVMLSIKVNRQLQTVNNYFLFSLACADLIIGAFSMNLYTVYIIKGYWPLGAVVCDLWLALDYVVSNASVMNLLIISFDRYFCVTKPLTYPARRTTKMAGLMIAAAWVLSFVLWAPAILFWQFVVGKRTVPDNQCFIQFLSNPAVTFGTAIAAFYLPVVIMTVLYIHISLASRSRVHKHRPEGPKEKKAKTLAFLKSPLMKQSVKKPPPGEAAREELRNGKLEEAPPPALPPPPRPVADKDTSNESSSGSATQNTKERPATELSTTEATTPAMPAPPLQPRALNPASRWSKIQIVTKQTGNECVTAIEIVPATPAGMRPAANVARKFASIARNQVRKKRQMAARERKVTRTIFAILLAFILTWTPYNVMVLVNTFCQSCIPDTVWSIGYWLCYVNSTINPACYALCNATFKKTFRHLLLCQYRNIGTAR
M4 PAM: human M4 muscarinic receptor positive allosteric modulators, primary screen, CHO-K1 cells, Fluo-8 calcium fluorescence; CHO-K1 hM4/Gqi5, ACh EC20; 0% = ACh EC20, 100% = maximal ACh; activation, % at 3 µM; 0.4% of 360,000 active;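 active = activation above its plate's cutoff, the mean activation of sample wells plus 3 SD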; note: some results filed as inactive read as strong as hits
M4 ag: human M4 muscarinic receptor agonists, primary screen, CHO-K1 cells, Fluo-8 calcium fluorescence; AID 624127, 2012; activation, % at 3 µM; 0.14% of 360,000 active; CHO-K1 hM4/Gqi5; vehicle 0%, full acetylcholine response 100%; Muscarinic acetylcholine receptor M4 (Homo sapiens), P08173;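 active = activation above the run mean over all test wells plus 3 SD, cut at about 32% in these data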;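 note: peak over basal fluorescence ratio per well then scaled between controls; 0% = DMSO wells and 100% = acetylcholine at EC100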
CHRM1 antagonist: human M1 muscarinic receptor antagonists, primary screen, CHO-K1 cells, Fluo-8 calcium fluorescence, 1536-well; Muscarinic acetylcholine receptor M1 (Homo sapiens), P11229; CHO-K1 hM1, ACh EC80 antagonist; inhibition, % at 3 µM; 1.3% of 360,000 active;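 active = percent inhibition above its own plate's cutoff, namely the mean of that plate's compound wells plus 3 SD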;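 note: peak over basal fluorescence ratio during 140 s after agonist addition; 0% = ACh EC80 plus DMSO and 100% = DMSO alone without agonist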
Target sequence (P11229 whole entry, looked up): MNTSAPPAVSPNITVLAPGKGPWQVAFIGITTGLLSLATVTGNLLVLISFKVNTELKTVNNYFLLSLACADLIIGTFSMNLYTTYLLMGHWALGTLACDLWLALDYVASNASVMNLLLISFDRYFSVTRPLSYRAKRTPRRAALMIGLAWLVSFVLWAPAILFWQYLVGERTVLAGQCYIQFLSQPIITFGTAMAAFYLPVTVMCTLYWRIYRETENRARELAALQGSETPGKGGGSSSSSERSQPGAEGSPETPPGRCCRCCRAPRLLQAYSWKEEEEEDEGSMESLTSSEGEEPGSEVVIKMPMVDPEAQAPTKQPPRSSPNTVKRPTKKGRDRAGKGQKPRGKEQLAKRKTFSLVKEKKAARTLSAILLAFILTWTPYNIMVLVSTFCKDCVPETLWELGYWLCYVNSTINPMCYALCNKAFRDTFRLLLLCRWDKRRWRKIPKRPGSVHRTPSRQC
CHRM5 agonist: human M5 muscarinic receptor agonists, primary screen, CHO-K1 cells, Fluo-8 calcium fluorescence; Muscarinic acetylcholine receptor M5 (Homo sapiens), P08912; CHO-K1 hM5 cells; 0% DMSO wells, 100% maximal acetylcholine response; activation, % at 3 µM; 0.19% of 360,000 active; AID 624037, 2012;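 active = activation above the run's mean over test compounds plus 3 SD, cut at about 23% in these data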;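 note: signal is peak over basal fluorescence ratio across the kinetic read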
CHRM5 PAM: human M5 muscarinic receptor positive allosteric modulators, primary screen, CHO-K1 cells, Fluo-8 calcium fluorescence | CHO-K1 hM5, ACh EC20 PAM; 0% = ACh EC20, 100% = ACh EC100 | AID 624038, 2012 | 0.3% of 360,000 active | Muscarinic acetylcholine receptor M5 (Homo sapiens), P08912 | activation, % at 3 µM;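 active = activation above the run cutoff, the mean activation of all test compounds plus 3 SD, cut at about 18% in these data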
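system = human M5 receptor in CHO-K1 cells | compound = one concentration, 3 µM final (nominal) | schedule = Post-acetylcholine fluorescence recording 140 s | signal = Fluo-8 calcium dye fluorescence, kinetic read | benchmarks = low control EC20 acetylcholine (0%), high control EC100 acetylcholine (100%) | repeats = singlicate, one well per test compound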
CHRM1 PAM: human M1 muscarinic receptor positive allosteric modulators, primary screen, CHO-K1 cells, Fluo-8 calcium fluorescence, 1536-well; Muscarinic acetylcholine receptor M1 (Homo sapiens), P11229; AID 588819, 2011; CHO-K1 hM1, ACh EC20; 0% = ACh EC20, 100% = maximal ACh; activation, % at 3 µM; 0.088% of 360,000 active; in the data active = activation above about 19%, passing the limit was not always enough
CRFR2-BP ag: agonists of CRF-BP/CRF-R2 complex, primary screen, cell-based, HEK293, calcium dye fluorescence, uHTS | calcium dye fluorescence (FLIPR); percent of saturating CRF peptide response | 0.46% of 350,000 active | CRF-binding protein / CRF receptor 2 complex (human) | AID 588473, 2011 | activation, % at 13.2 µM;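 active = activation of at least 50%, plus an integration ratio under a set limit after plate pattern correction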;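 note: plate controls were neutral control wells without compound for no effect and CRF at EC100 for full effect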
CHRM5 antagonist: human M5 muscarinic receptor antagonists, primary screen, CHO cells, Fluo-8 calcium fluorescence. Muscarinic acetylcholine receptor M5 (Homo sapiens), P08912. CHO-hM5 cells, ACh EC80. inhibition, % at 3 µM. 0.59% of 360,000 active;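 active = inhibition above a per-plate cutoff, the mean of that plate's test compounds plus 3 SD, cut at about 27% in these data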;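 note: 0% = acetylcholine EC80 with DMSO and 100% = DMSO without agonist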
An asterisk follows results filed as active.

What do the screens show for `O=C(CSC1=NS(=O)(=O)c2cc(F)ccc2N1)Nc1ccccc1`?
M4 antag: -12; M4 PAM: 12; M4 ag: 0; CHRM1 antagonist: -9; CHRM5 agonist: 1; CHRM5 PAM: 0; CHRM1 PAM: 13; CRFR2-BP ag: 1.0; CHRM5 antagonist: -3

How did Cc1c(NC(=O)COC(=O)c2ccccc2Cl)c(=O)n(-c2ccccc2)n1C do in these assays?
M4 antag: -11; M4 PAM: 5; M4 ag: 1; CHRM1 antagonist: -15; CHRM5 agonist: -1; CHRM5 PAM: 2; CHRM1 PAM: 8; CRFR2-BP ag: -2.2; CHRM5 antagonist: 3

How did O=C(NCCNc1ccc([N+](=O)[O-])cc1Cl)c1ccccc1F do in these assays?
M4 antag: 11; M4 PAM: -9; M4 ag: 4; CHRM1 antagonist: 16; CHRM5 agonist: -12; CHRM5 PAM: 0; CHRM1 PAM: -15; CRFR2-BP ag: -1.5; CHRM5 antagonist: 12

Results for O=C(O)C1CCCN1C(=O)Oc1ccccc1 (stereo not drawn) ?
M4 antag: 1; M4 PAM: 5; M4 ag: 0; CHRM1 antagonist: -2; CHRM5 agonist: -1; CHRM5 PAM: -3; CHRM1 PAM: 4; CRFR2-BP ag: 0.7; CHRM5 antagonist: 0

What do the screens show for `Cc1cc(C)n(CCC(=O)N/N=C/c2ccc(Br)c([N+](=O)[O-])c2)n1`?
M4 antag: -8; M4 PAM: -14; M4 ag: 5; CHRM1 antagonist: 3; CHRM5 agonist: -2; CHRM5 PAM: -6; CHRM1 PAM: -4; CRFR2-BP ag: -6.5; CHRM5 antagonist: 11

How did COc1cccc(CNc2nc3cc(-c4ccccc4)sc3c(=O)n2C)c1 do in these assays?
M4 antag: -10; M4 PAM: -2; M4 ag: 0; CHRM1 antagonist: -19; CHRM5 agonist: 0; CHRM5 PAM: -1; CHRM1 PAM: 7; CHRM5 antagonist: -4

Results for COc1ccc(C2NC(=O)CCC2[N+](=O)[O-])cc1 (stereo not drawn) ?
M4 antag: -5; M4 PAM: 4; M4 ag: 1; CHRM1 antagonist: -30; CHRM5 agonist: 0; CHRM5 PAM: 5; CHRM1 PAM: 15; CRFR2-BP ag: -0.6; CHRM5 antagonist: -5

How did CN(c1ccc(C(=O)NCCSC(C)(C)C)cc1)S(=O)(=O)c1ccccc1 do in these assays?
M4 antag: -6; M4 PAM: -6; M4 ag: 6; CHRM1 antagonist: -15; CHRM5 agonist: 1; CHRM5 PAM: 0; CHRM1 PAM: 8; CRFR2-BP ag: -1.1; CHRM5 antagonist: 1

Results for CCCNS(=O)(=O)c1cccc(C(=O)OCc2cc(=O)oc3cc(OC)ccc23)c1 ?
M4 antag: 7; M4 PAM: -14; M4 ag: 23; CHRM1 antagonist: 21; CHRM5 agonist: 6; CHRM5 PAM: -18; CHRM1 PAM: -17; CRFR2-BP ag: -0.6; CHRM5 antagonist: 15

What do the screens show for `COc1ccc(NS(=O)(=O)c2cccc(C(=O)NNC(=O)CNC(=O)c3ccccc3F)c2)cc1`?
M4 antag: -4; M4 PAM: 3; M4 ag: 1; CHRM1 antagonist: -16; CHRM5 agonist: 1; CHRM5 PAM: 6; CHRM1 PAM: 11; CRFR2-BP ag: -1.7; CHRM5 antagonist: -4

How did CCOc1ccccc1N(CC(=O)N1CCN(Cc2ccccc2)CC1)S(=O)(=O)c1ccccc1 do in these assays?
M4 antag: 0; M4 PAM: -6; M4 ag: 4; CHRM1 antagonist: 5; CHRM5 agonist: 0; CHRM5 PAM: -2; CHRM1 PAM: -8; CRFR2-BP ag: 0.2; CHRM5 antagonist: 2

How did CCOc1ccc(C(=O)OCC(=O)N2CCCC2)cc1OCC do in these assays?
M4 antag: 3; M4 PAM: -3; M4 ag: 1; CHRM1 antagonist: -9; CHRM5 agonist: -1; CHRM5 PAM: -2; CHRM1 PAM: 7; CRFR2-BP ag: 0.4; CHRM5 antagonist: 3

How did Cc1sc2ncnc(SC(C)C#N)c2c1C (stereo not drawn) do in these assays?
M4 antag: -1; M4 PAM: -4; M4 ag: 0; CHRM1 antagonist: -3; CHRM5 agonist: -3; CHRM5 PAM: 2; CHRM1 PAM: 1; CRFR2-BP ag: -1.9; CHRM5 antagonist: -1

What do the screens show for `NNC(=O)C12CC3CC(C1)CC(n1ncnn1)(C3)C2`?
M4 antag: 7; M4 PAM: -1; M4 ag: 0; CHRM1 antagonist: -10; CHRM5 agonist: -2; CHRM5 PAM: -5; CHRM1 PAM: 10; CRFR2-BP ag: 5.3; CHRM5 antagonist: 5

How did CCCCOc1ccc(OCCCC)c2c1NC1(N2)C(=O)N(C(C)=O)c2ccccc21 do in these assays?
M4 antag: -3; M4 PAM: -2; M4 ag: 1; CHRM1 antagonist: 6; CHRM5 agonist: 0; CHRM5 PAM: 5; CHRM1 PAM: -9; CRFR2-BP ag: 2.3; CHRM5 antagonist: 0

Results for Oc1ccc(-c2csc(NCc3ccco3)n2)cc1 ?
M4 antag: 0; M4 PAM: 4; M4 ag: -1; CHRM1 antagonist: -3; CHRM5 agonist: 1; CHRM5 PAM: 1; CHRM1 PAM: 10; CRFR2-BP ag: -0.8; CHRM5 antagonist: 0

Results for c1ccc(N2CCN(c3cccc(-c4cc5ccccc5s4)n3)CC2)nc1 ?
M4 antag: 18; M4 PAM: -5; M4 ag: 0; CHRM1 antagonist: -8; CHRM5 agonist: -1; CHRM5 PAM: -2; CHRM1 PAM: 3; CHRM5 antagonist: -1

What do the screens show for `Cc1cc(=O)[nH]c(Nc2c(C)n(C)n(-c3ccccc3)c2=O)n1`?
M4 antag: -5; M4 PAM: 0; M4 ag: 0; CHRM1 antagonist: -19; CHRM5 agonist: -2; CHRM5 PAM: 8; CHRM1 PAM: 0; CRFR2-BP ag: 1.5; CHRM5 antagonist: -5

How did COC(=O)c1cccc(CC2(C)C(=O)Nc3ccc(OC(F)(F)F)cc32)c1 (stereo not drawn) do in these assays?
M4 antag: -10; M4 PAM: 0; M4 ag: 1; CHRM1 antagonist: -14; CHRM5 agonist: 0; CHRM5 PAM: -3; CHRM1 PAM: 9; CHRM5 antagonist: 1

Results for CC1CCC(NCCNC(=O)c2ccco2)CC1 (stereo not drawn) ?
M4 antag: 7; M4 PAM: 1; M4 ag: 0; CHRM1 antagonist: 10; CHRM5 agonist: -2; CHRM5 PAM: -1; CHRM1 PAM: -4; CRFR2-BP ag: 0.6; CHRM5 antagonist: 5

What do the screens show for `Cc1ccc(CCNC(=O)CCS(=O)(=O)c2ccc3nc(C)sc3c2)cc1`?
M4 antag: -5; M4 PAM: -4; M4 ag: -1; CHRM1 antagonist: 1; CHRM5 agonist: 0; CHRM5 PAM: 5; CHRM1 PAM: -1; CRFR2-BP ag: -4.6; CHRM5 antagonist: -14

How did COCCCNC(=O)c1cn(C)c(=O)c2c1c1ccccc1n2C do in these assays?
M4 antag: 3; M4 PAM: -2; M4 ag: 1; CHRM1 antagonist: -2; CHRM5 agonist: -2; CHRM5 PAM: 1; CHRM1 PAM: 4; CRFR2-BP ag: -0.3; CHRM5 antagonist: -4

How did COC(=O)/C=C1\SC(N2CCOCC2)=C(c2ccc(OC)cc2)C1=O do in these assays?
M4 antag: -11; M4 PAM: 10; M4 ag: 1; CHRM1 antagonist: -13; CHRM5 agonist: -3; CHRM5 PAM: 2; CHRM1 PAM: 8; CRFR2-BP ag: -3.5; CHRM5 antagonist: -6

Results for COc1ccc(NC(=O)c2ccc3ccccc3c2)cc1 ?
M4 antag: -4; M4 PAM: -4; M4 ag: 2; CHRM1 antagonist: -7; CHRM5 agonist: -10; CHRM5 PAM: 3; CHRM1 PAM: 6; CRFR2-BP ag: -1.1; CHRM5 antagonist: 0

What do the screens show for `COc1ccc2cc(Br)ccc2c1CC(=O)NCCCN1CCOCC1`?
M4 antag: -6; M4 PAM: -11; M4 ag: 1; CHRM1 antagonist: -2; CHRM5 agonist: -21; CHRM5 PAM: 5; CHRM1 PAM: -4; CRFR2-BP ag: 0.1; CHRM5 antagonist: -7

How did CC(C)N(C(=O)[C@H]1C[C@H](CC(=O)NCC23CC4CC(CC(C4)C2)C3)C(=O)N2CCc3c([nH]c4cc(-c5ccco5)ccc34)[C@]12C)C(C)C do in these assays?
M4 antag: -3; M4 PAM: -1; M4 ag: 0; CHRM1 antagonist: -11; CHRM5 agonist: 0; CHRM5 PAM: 2; CHRM1 PAM: 3; CRFR2-BP ag: 1.9; CHRM5 antagonist: 1

Results for COc1ccc(OC)c(NC(=O)C23CCC(C)(C(=O)O2)C3(C)C)c1 (stereo not drawn) ?
M4 antag: -19; M4 PAM: 8; M4 ag: 0; CHRM1 antagonist: -2; CHRM5 agonist: -1; CHRM5 PAM: 0; CHRM1 PAM: 1; CRFR2-BP ag: -1.4; CHRM5 antagonist: -2

Results for COc1ccc(C)cc1S(=O)(=O)Nc1ccc2c(c1)OCO2 ?
M4 antag: 2; M4 PAM: 3; M4 ag: 2; CHRM1 antagonist: -2; CHRM5 agonist: -11; CHRM5 PAM: 4; CHRM1 PAM: 10; CRFR2-BP ag: -1.4; CHRM5 antagonist: -15

What do the screens show for `Cc1noc(C)c1COc1cccc(C(=O)OCC(=O)N2CC(=O)Nc3ccccc32)c1`?
M4 antag: -3; M4 PAM: -2; M4 ag: 6; CHRM1 antagonist: -3; CHRM5 agonist: 0; CHRM5 PAM: -2; CHRM1 PAM: 6; CRFR2-BP ag: 0.2; CHRM5 antagonist: -4

How did CC(C)c1nc2cc3ccccc3cc2[nH]1 do in these assays?
M4 antag: -7; M4 PAM: 1; M4 ag: 0; CHRM1 antagonist: -9; CHRM5 agonist: -10; CHRM5 PAM: -11; CHRM1 PAM: 4; CRFR2-BP ag: -2.2; CHRM5 antagonist: -4

How did CC(C)/C(=N/Nc1ccccc1[N+](=O)[O-])c1ccccc1 do in these assays?
M4 antag: -3; M4 PAM: -7; M4 ag: -1; CHRM1 antagonist: 3; CHRM5 agonist: 0; CHRM5 PAM: 2; CHRM1 PAM: -3; CRFR2-BP ag: -0.2; CHRM5 antagonist: 1

What do the screens show for `O=C(NCc1cccs1)C1(S(=O)(=O)c2ccccc2)CC=CC1`?
M4 antag: 4; M4 PAM: -1; M4 ag: 1; CHRM1 antagonist: 5; CHRM5 agonist: -6; CHRM5 PAM: 1; CHRM1 PAM: 5; CRFR2-BP ag: -0.2; CHRM5 antagonist: 11
